Bioassay records: PubChem BioAssay, several laboratories
NOD2 RIPK2 PPI = NOD2-RIPK2 protein interaction inhibition | 360,000 compounds, 0.38% hits | inhibition, % at 4.98 µM | O43353 | AID 624267 | CHO BLA complementation NOD2-RIPK2, CCF4 ratio; in the data active = inhibition above about 21%;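 note: 0% = vehicle only and 100% = reference blocker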
MC4R barr agon = agonists of human melanocortin 4 receptor (MC4R) beta-arrestin | 360,000 compounds, 0.98% hits | activation, % at 8.9 µM | U2OS MC4R beta-arrestin complementation, luminescence; percent of melanotan II response, DMSO zero | AID 540308;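 active = activation above a per-plate cutoff, the mean activation of sample wells on that plate plus 3 SD, cut at about 8% in these data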
ABCB6 inh MLPCN = blocks the human ABCB6 transporter | Q9NP58 | K562-ABCB6 porphyrin accumulation, flow cytometry, 1 h; hits give low values | fluorescence ratio to DMSO, % at 10 µM | 360,000 compounds, 0.19% hits | AID 602162;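 active = fluorescence ratio to DMSO below 75%, the collection mean minus 3 SD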;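 note: signal is porphyrin accumulated inside mitochondria; 100% equals median channel fluorescence of DMSO control wells; lower ratio means ABCB6 inhibition with less porphyrin fluorescence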
ABHD5 PLIN5 PPI = blocks binding of human ABHD5 to perilipin-5 | 360,000 compounds, 0.78% hits | AID 602281 | Split G. princeps luciferase complementation, luminescence, 4 h | Q00G26+Q8WTS1 | inhibition, % at 4 µM;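 active = inhibition above the mean inhibition across every tested compound plus 3 SD, cut at about 22% in these data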;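 note: 0% = DMSO only wells and the 100% control is not disclosed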
Target sequence (Q00G26 whole entry, looked up): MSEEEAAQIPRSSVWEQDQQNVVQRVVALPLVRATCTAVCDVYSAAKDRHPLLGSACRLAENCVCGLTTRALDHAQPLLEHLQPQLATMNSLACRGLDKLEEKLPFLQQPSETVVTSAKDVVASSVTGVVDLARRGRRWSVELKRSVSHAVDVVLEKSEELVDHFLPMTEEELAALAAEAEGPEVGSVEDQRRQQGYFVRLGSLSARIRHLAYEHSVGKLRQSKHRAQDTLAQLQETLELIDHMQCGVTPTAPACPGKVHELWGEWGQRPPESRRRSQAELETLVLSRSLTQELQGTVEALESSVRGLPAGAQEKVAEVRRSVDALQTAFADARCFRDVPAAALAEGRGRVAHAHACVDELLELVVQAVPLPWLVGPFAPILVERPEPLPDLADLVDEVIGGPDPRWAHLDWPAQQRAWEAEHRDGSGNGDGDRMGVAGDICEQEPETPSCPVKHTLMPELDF
Target sequence (Q8WTS1 whole entry, looked up): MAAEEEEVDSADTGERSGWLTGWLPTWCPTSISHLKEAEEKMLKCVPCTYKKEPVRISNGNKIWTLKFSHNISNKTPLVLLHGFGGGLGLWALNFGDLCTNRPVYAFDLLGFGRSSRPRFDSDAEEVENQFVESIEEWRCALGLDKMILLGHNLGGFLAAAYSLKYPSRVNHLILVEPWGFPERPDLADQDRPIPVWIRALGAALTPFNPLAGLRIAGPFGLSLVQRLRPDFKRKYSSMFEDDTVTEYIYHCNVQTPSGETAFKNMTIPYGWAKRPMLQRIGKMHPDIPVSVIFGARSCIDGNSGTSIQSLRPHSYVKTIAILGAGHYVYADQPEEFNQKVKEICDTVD
MC4R antagonist = blocks human MC4R cAMP signaling. MC4R-expressing cells, MTII-stimulated cAMP, LANCE TR-FRET. AID 540295. inhibition, % at 6.5 µM. 360,000 compounds, 0.48% hits. P32245;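 active = inhibition above its plate's cutoff, the mean of tested wells on that plate plus 3 SD, cut at about 29% in these data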;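 note: 0% = Melanotan II alone and 100% = Melanotan II plus saturating MCL0020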
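Material: U2OS-MC4R stable cell line | Reagent: Melanotan II challenge after compound preincubation | Doses: One concentration, 6.5 µM nominal | Incubation: 30-min compound preincubation, 1-h Melanotan II challenge, 1-h detection, room temperature | Signal: TR-FRET cAMP assay | Replicates: One well per compound, no replicates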
m5-HT2A agonist = mouse HTR2A agonism via beta-arrestin recruitment | activation, % at 7.6 µM | P35363 | CHO-K1 mHTR2A beta-arrestin complementation, luminescence; percent of 30 µM serotonin response | 360,000 compounds, 0.66% hits;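 active = activation above a run cutoff, the mean activation of all tested compounds plus 3 SD, cut at about 14% in these data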;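 note: 0% = plate median of compound wells and 100% = 30 µM serotonin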
TLR9-MyD88 inh = inhibitors of human TLR9-MyD88 binding; Q9NR96+Q99836; CHO BLA complementation TLR9-MyD88, CCF4 FRET ratio; inhibition, % at 4.98 µM; 340,000 compounds, 0.21% hits;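 active = inhibition above the mean over all tested compounds plus 3 SD, cut at about 21% in these data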;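 note: 0% = DMSO only wells and 100% = clavulanate BLA inhibitor control wells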
SRC2 inh = human SRC2 (NCOA2) inhibition; Q15596; HEK293 GAL4-SRC2 luciferase reporter, luminescence; inhibition, % at 9 µM; 370,000 compounds, 0.17% hits;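 active = inhibition above the mean inhibition of all tested compounds plus 3 SD, set per campaign, cut at about 52% in these data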;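 note: 0% = DMSO treated cells and 100% = cells given Gossypol at 36 µM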
N-glyco inh = N-linked glycosylation inhibition. 360,000 compounds, 0.23% hits. D54 ERlucT glycosylation luciferase reporter, 24 h; percent of 100 nM tunicamycin response. reporter increase, % at 12.5 µM. AID 588692;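 active = mean luciferase reporter signal, scaled so untreated is 0 and the glycosylation-blocking control 100, at or above a set limit in every replicate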;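 note: luciferase carries N-glycosylation sites so blocking glycosylation raises the light; 0% = median of neutral control wells and 100% = median of 100 nM tunicamycin wells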
H9c2 protect = protects H9c2 cardiomyocytes from peroxide injury | AID 588492 | protection from H2O2 cell death, % at 20 µM | H2O2 injury protection, ATPLite, 2 h | 360,000 compounds, 0.63% hits;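 active = compounds giving at least 50% protection of heart cells from peroxide-induced death in the single-dose screen, raw or plate-pattern-corrected value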;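 note: 0% = DMSO wells with peroxide and 100% = DMSO wells without peroxide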
* = called active by the depositor.

What do the screens show for `COc1ccc(-c2nc(-c3ccc4c(c3)OCO4)[nH]c2-c2ccc(OC)cc2)cc1`?
NOD2 RIPK2 PPI: -4; MC4R barr agon: -1.0; ABCB6 inh MLPCN: 86; ABHD5 PLIN5 PPI: 1; MC4R antagonist: 0; m5-HT2A agonist: -3; TLR9-MyD88 inh: -1; SRC2 inh: 8; N-glyco inh: 19; H9c2 protect: -14

What do the screens show for `Cc1ccc(CNc2nc3cc(-c4ccccc4)sc3c(=O)n2C)c(C)c1`?
NOD2 RIPK2 PPI: 8; MC4R barr agon: 2.0; ABCB6 inh MLPCN: 99; ABHD5 PLIN5 PPI: -9; MC4R antagonist: -6; m5-HT2A agonist: -2; SRC2 inh: -26; N-glyco inh: -3; H9c2 protect: -6

What do the screens show for `Oc1ccccc1C1=Nc2ccccc2N=C(c2cccs2)C1`?
NOD2 RIPK2 PPI: 3; MC4R barr agon: -1.4; ABCB6 inh MLPCN: 97; ABHD5 PLIN5 PPI: -2; MC4R antagonist: -3; m5-HT2A agonist: -3; TLR9-MyD88 inh: -1; SRC2 inh: -21; N-glyco inh: -3; H9c2 protect: -7

What do the screens show for `Cn1ccc2cc(-c3csc(N4CCC(C(N)=O)CC4)n3)ccc21`?
NOD2 RIPK2 PPI: -10; MC4R barr agon: -1.5; ABCB6 inh MLPCN: 104; ABHD5 PLIN5 PPI: 1; MC4R antagonist: -5; m5-HT2A agonist: -1; TLR9-MyD88 inh: 6; SRC2 inh: 9; N-glyco inh: 0; H9c2 protect: 0

Results for C/C(=N\NC(=O)c1cc2c(s1)CCC(C)C2)c1ccncc1 (configuration not stated) ?
NOD2 RIPK2 PPI: -2; MC4R barr agon: -1.8; ABCB6 inh MLPCN: 109; ABHD5 PLIN5 PPI: -2; MC4R antagonist: 2; m5-HT2A agonist: -4; TLR9-MyD88 inh: -6; SRC2 inh: -27; N-glyco inh: 0; H9c2 protect: -4

How did Cc1ccnc(N2CCC(C(=O)Nc3cccc(C(F)(F)F)c3)CC2)n1 do in these assays?
NOD2 RIPK2 PPI: 2; MC4R barr agon: -2.4; ABCB6 inh MLPCN: 91; ABHD5 PLIN5 PPI: -5; MC4R antagonist: 1; m5-HT2A agonist: -4; TLR9-MyD88 inh: -7; SRC2 inh: 3; N-glyco inh: 0; H9c2 protect: 6

How did O=C1NC[C@H](CCCCN2C[C@H](Cc3ccccc3)N(CCC3CCCCC3)C(=O)C2=O)N(CCc2ccc(O)cc2)C1=O do in these assays?
NOD2 RIPK2 PPI: -6; ABCB6 inh MLPCN: 94; ABHD5 PLIN5 PPI: 12; m5-HT2A agonist: 4; SRC2 inh: -4

What do the screens show for `Cc1ccc(-c2nnc(N3CCC(C)CC3)c3ccccc23)cc1`?
NOD2 RIPK2 PPI: 2; MC4R barr agon: -4.5; ABCB6 inh MLPCN: 92; ABHD5 PLIN5 PPI: -6; MC4R antagonist: 12; m5-HT2A agonist: -1; TLR9-MyD88 inh: -3; SRC2 inh: -24; N-glyco inh: -7; H9c2 protect: -27

What do the screens show for `CCOc1ccc(/C=C/C(=O)N(CC)CC(=O)Nc2ccc3c(c2)OCCO3)cc1OC`?
NOD2 RIPK2 PPI: 3; MC4R barr agon: -4.5; ABCB6 inh MLPCN: 99; ABHD5 PLIN5 PPI: -7; MC4R antagonist: 2; m5-HT2A agonist: -4; TLR9-MyD88 inh: -5; SRC2 inh: -32; N-glyco inh: 0; H9c2 protect: 8

What do the screens show for `COc1ccccc1C1(CC(=O)O)CCOC(C)(C)C1` (configuration not stated)?
NOD2 RIPK2 PPI: -8; MC4R barr agon: 0.3; ABCB6 inh MLPCN: 108; ABHD5 PLIN5 PPI: -4; MC4R antagonist: -1; m5-HT2A agonist: -4; TLR9-MyD88 inh: -11; SRC2 inh: -15; N-glyco inh: 1; H9c2 protect: -5

Results for Cc1nc(SCc2nc3ccc(Cl)cc3[nH]2)c2oc3ccccc3c2n1 ?
NOD2 RIPK2 PPI: -5; MC4R barr agon: -1.4; ABCB6 inh MLPCN: 100; ABHD5 PLIN5 PPI: -1; MC4R antagonist: 7; m5-HT2A agonist: 4; TLR9-MyD88 inh: -1; SRC2 inh: -6; N-glyco inh: 2; H9c2 protect: -10

What do the screens show for `Cc1ccc(C)n1-n1cnc2scc(-c3cccs3)c2c1=O`?
NOD2 RIPK2 PPI: -5; MC4R barr agon: -0.9; ABCB6 inh MLPCN: 100; ABHD5 PLIN5 PPI: -3; MC4R antagonist: 1; m5-HT2A agonist: -7; TLR9-MyD88 inh: -10; SRC2 inh: 8; N-glyco inh: -2; H9c2 protect: -2

How did Cc1ccc(S(=O)(=O)N2CCCC(C(=O)NCCc3ccc4c(c3)OCO4)C2)cc1 (configuration not stated) do in these assays?
NOD2 RIPK2 PPI: 13; MC4R barr agon: -0.6; ABCB6 inh MLPCN: 92; ABHD5 PLIN5 PPI: 0; MC4R antagonist: 2; m5-HT2A agonist: -1; TLR9-MyD88 inh: 3; SRC2 inh: 4; N-glyco inh: -2; H9c2 protect: -16

Results for O=C(c1ccc2[nH]c(=O)c(=O)[nH]c2c1)N1CCN(Cc2ccccc2)CC1 ?
NOD2 RIPK2 PPI: 9; MC4R barr agon: -3.9; ABCB6 inh MLPCN: 96; ABHD5 PLIN5 PPI: -4; MC4R antagonist: 2; m5-HT2A agonist: -2; TLR9-MyD88 inh: -11; SRC2 inh: -1; N-glyco inh: 0; H9c2 protect: -2

What do the screens show for `O=C(NC1CCCC1)c1ccc(Cl)c(S(=O)(=O)N2CCCCC2)c1`?
NOD2 RIPK2 PPI: -2; MC4R barr agon: -1.4; ABCB6 inh MLPCN: 86; ABHD5 PLIN5 PPI: -1; MC4R antagonist: 10; m5-HT2A agonist: -1; TLR9-MyD88 inh: 3; SRC2 inh: 17; N-glyco inh: -4; H9c2 protect: -3

How did Cn1c(NC(=O)c2cc(-c3ccc4c(c3)OCO4)nc3ccccc23)cc(=O)n(C)c1=O do in these assays?
NOD2 RIPK2 PPI: 8; MC4R barr agon: 0.3; ABCB6 inh MLPCN: 94; ABHD5 PLIN5 PPI: 4; MC4R antagonist: 16; m5-HT2A agonist: 3; TLR9-MyD88 inh: -2; SRC2 inh: -38; N-glyco inh: -3; H9c2 protect: -31

Results for CC(C)C(=O)NC(=S)Nc1c(Cl)ccc2nsnc12 ?
NOD2 RIPK2 PPI: -6; MC4R barr agon: -2.6; ABCB6 inh MLPCN: 92; ABHD5 PLIN5 PPI: -7; MC4R antagonist: 12; m5-HT2A agonist: -3; TLR9-MyD88 inh: -7; SRC2 inh: -12; N-glyco inh: 0; H9c2 protect: -1

What do the screens show for `CCc1ccc(NC(=O)COC(=O)CCC2CCCC2)cc1`?
NOD2 RIPK2 PPI: 2; MC4R barr agon: 1.1; ABCB6 inh MLPCN: 96; ABHD5 PLIN5 PPI: 10; MC4R antagonist: -1; m5-HT2A agonist: 10; TLR9-MyD88 inh: 1; SRC2 inh: 18; N-glyco inh: 1; H9c2 protect: 6

How did N#CC12CCCCC1CC1CCCCC1(C#N)N2Cc1ccccn1 (configuration not stated) do in these assays?
NOD2 RIPK2 PPI: 5; MC4R barr agon: -3.0; ABCB6 inh MLPCN: 96; ABHD5 PLIN5 PPI: 9; MC4R antagonist: -1; m5-HT2A agonist: 0; TLR9-MyD88 inh: -3; SRC2 inh: -37; N-glyco inh: -1; H9c2 protect: -20

What do the screens show for `CC(=O)CC(=O)NC1CCc2ccccc21` (configuration not stated)?
NOD2 RIPK2 PPI: -18; MC4R barr agon: 0.1; ABCB6 inh MLPCN: 87; ABHD5 PLIN5 PPI: 0; MC4R antagonist: 3; m5-HT2A agonist: 2; TLR9-MyD88 inh: -2; SRC2 inh: -2; N-glyco inh: 0; H9c2 protect: 1

Quoted at random: 2 compounds from above
What do the screens show for `Cc1ccc(CNc2nc3cc(-c4ccccc4)sc3c(=O)n2C)c(C)c1`?
NOD2 RIPK2 PPI: 8; MC4R barr agon: 2.0; ABCB6 inh MLPCN: 99; ABHD5 PLIN5 PPI: -9; MC4R antagonist: -6; m5-HT2A agonist: -2; SRC2 inh: -26; N-glyco inh: -3; H9c2 protect: -6

Results for CC(C)C(=O)NC(=S)Nc1c(Cl)ccc2nsnc12 ?
NOD2 RIPK2 PPI: -6; MC4R barr agon: -2.6; ABCB6 inh MLPCN: 92; ABHD5 PLIN5 PPI: -7; MC4R antagonist: 12; m5-HT2A agonist: -3; TLR9-MyD88 inh: -7; SRC2 inh: -12; N-glyco inh: 0; H9c2 protect: -1

(continued)
Results for CC(C)(C)C(=O)CNCC(=O)C(C)(C)C ?
NOD2 RIPK2 PPI: -14; MC4R barr agon: 2.0; ABCB6 inh MLPCN: 104; ABHD5 PLIN5 PPI: 8; MC4R antagonist: 13; m5-HT2A agonist: -2; TLR9-MyD88 inh: -1; SRC2 inh: -2; N-glyco inh: 1; H9c2 protect: 1

What do the screens show for `CC(=O)N1CCC(c2nc3ccccc3n2C(C)C(=O)NCc2ccccc2)CC1` (configuration not stated)?
NOD2 RIPK2 PPI: 12; ABHD5 PLIN5 PPI: 4; m5-HT2A agonist: 3; SRC2 inh: -5

What do the screens show for `Cc1ccc(-c2csc(-c3c[nH]c4ccccc34)n2)cc1`?
NOD2 RIPK2 PPI: 3; MC4R barr agon: -1.9; ABCB6 inh MLPCN: 102; ABHD5 PLIN5 PPI: -10; MC4R antagonist: 3; m5-HT2A agonist: 0; TLR9-MyD88 inh: 3; SRC2 inh: -17; N-glyco inh: 0; H9c2 protect: -21

Results for c1cncc(Nc2nc(-c3ccncc3)cs2)c1 ?
NOD2 RIPK2 PPI: -7; MC4R barr agon: 1.3; ABCB6 inh MLPCN: 98; ABHD5 PLIN5 PPI: 2; MC4R antagonist: 21; m5-HT2A agonist: 0; TLR9-MyD88 inh: -2; SRC2 inh: -9; N-glyco inh: 1; H9c2 protect: -1

Results for COc1ccc(N2CCN(CCCNC(=O)C(=O)c3c[nH]c4ccccc34)CC2)cc1 ?
NOD2 RIPK2 PPI: -5; MC4R barr agon: 0.2; ABCB6 inh MLPCN: 97; ABHD5 PLIN5 PPI: -2; MC4R antagonist: 7; m5-HT2A agonist: -12; TLR9-MyD88 inh: 2; SRC2 inh: 4; N-glyco inh: -6; H9c2 protect: -1

How did CC(=O)OCC1=C(C(=O)O)N2C(=O)C(NC(=O)CC(C)c3ccccc3)C2SC1 (configuration not stated) do in these assays?
NOD2 RIPK2 PPI: 2; MC4R barr agon: -2.0; ABCB6 inh MLPCN: 98; ABHD5 PLIN5 PPI: 14; MC4R antagonist: 0; m5-HT2A agonist: 5; TLR9-MyD88 inh: -6; SRC2 inh: 9; N-glyco inh: 4; H9c2 protect: 4

Only part of the results is shown. The share of hits here may be higher or lower than overall.
